TNF death inh: TNF-alpha cell death inhibition in Jurkat FADD-/- cells. Jurkat FADD-/- TNF necroptosis rescue, ATP luminescence, 24 h; 0 = TNF only, 100 = no-TNF cells. activation (protection from cell death), % at 10 µM. 220,000 tested, 0.068% active;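 active means activation, meaning protection from cell death, of at least 50% relative to plate controls; inactive means activation below 50%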;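 further: necroptosis triggered by 40 ng/mL TNF-alpha added together with compound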
RBBP9 inh: blocks human serine hydrolase RBBP9 | recombinant RBBP9, FP-Rh probe fluorescence polarization | 220,000 tested, 0.2% active | AID 1515 | inhibition, % at 7.94 µM | O75884;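 active means inhibition above the campaign mean of all tested compounds plus 3 SD, cut at about 14% in these data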;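 further: plate controls were DMSO wells with RBBP9 for no effect and wells lacking RBBP9 protein for full effect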
Target sequence (O75884 whole entry, looked up): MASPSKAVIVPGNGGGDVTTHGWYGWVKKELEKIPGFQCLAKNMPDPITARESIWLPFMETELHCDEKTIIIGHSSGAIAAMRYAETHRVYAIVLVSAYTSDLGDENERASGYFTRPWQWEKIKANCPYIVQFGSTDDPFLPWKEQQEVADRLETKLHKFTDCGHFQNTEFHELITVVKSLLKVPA
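system = RBBP9 protein | input = RBBP9 at 2.5 µM in dispensed solution, before mixing | measured by = fluorescence polarization (mP), excitation 525 nm, emission 598 nm | incubation = enzyme-compound preincubation 30 min, then probe labeling 45 min, 25 °C | buffer or medium = Tris-NaCl-Pluronic buffer, pH 8.0 | compound = single dose 7.94 µM | also added = FP-Rh probe, 375 nM dispensing solution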
Ba/F3 V617F tox: lowers viability of Ba/F3 cells expressing EpoR and JAK2V617F. ATP luminescence. 220,000 tested, 1.1% active. inhibition, % at 5.6 µM;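 active means inhibition above the campaign mean plus 3 SD over all tested compounds, cut at about 24% in these data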;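 further: cytokine-independent growth of Ba/F3 cells driven by EpoR plus mutant JAK2; 0% = DMSO-treated cells and 100% = JAK inhibitor I control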
zfTRPN1 agonist: zebrafish TRPN1 (NompC) channel agonism; HEK293 zebrafish TRPN1-YFP, Fluo-8 calcium fluorescence; 100% = response to 87 µM carbachol; activation, % at 3 µM; 220,000 tested, 0.18% active; AID 1424;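 active means activation above its plate's cutoff, the mean activation of test wells on that plate plus 3 SD, cut at about 19% in these data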;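 further: 0% = DMSO alone and 100% = 87 µM carbachol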
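System: zebrafish TRPN1-YFP in HEK293 cells / Dosing: 3 µM single point / Timing: dye loading 1 h at 37 °C, then 30 min room temperature / Signal: Fluo-8 calcium fluorescence, excitation 470-495 nm, emission 515-575 nm / Read-out basis: percent activation from peak over basal fluorescence ratio, control-normalized / Control set: high carbachol 87 µM, low DMSO alone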
PPC-1+TRAIL kill: compounds killing PPC-1 cancer cells with TRAIL present (potentiator screen, no TRAIL-free arm); PPC-1 cells + TRAIL, ATPLite viability luminescence; cell killing (% activity), % at 4 µM; 220,000 tested, 0.41% active;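 active means cell killing above 50% in the first pass at 4 µM, then a duplicate retest at 5 µM averaging 50% or more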;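 further: plate controls were cells with TRAIL plus DMSO for no effect and medium-only wells lacking cells for full effect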
TRPML3 agonist: human mucolipin-3 channel agonism; 220,000 tested, 0.29% active; Q8TDD5; activation, % at 3 µM; AID 1448; HEK293 TRPML3-YFP, Fluo-8 calcium fluorescence; 100% = the carbachol control signal;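 active means activation above its plate's cutoff, the mean activation of the plate's test wells plus 3 SD, cut at about 12% in these data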;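 further: 0% = DMSO only wells and 100% = carbachol wells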
Target sequence (Q8TDD5 whole entry, looked up): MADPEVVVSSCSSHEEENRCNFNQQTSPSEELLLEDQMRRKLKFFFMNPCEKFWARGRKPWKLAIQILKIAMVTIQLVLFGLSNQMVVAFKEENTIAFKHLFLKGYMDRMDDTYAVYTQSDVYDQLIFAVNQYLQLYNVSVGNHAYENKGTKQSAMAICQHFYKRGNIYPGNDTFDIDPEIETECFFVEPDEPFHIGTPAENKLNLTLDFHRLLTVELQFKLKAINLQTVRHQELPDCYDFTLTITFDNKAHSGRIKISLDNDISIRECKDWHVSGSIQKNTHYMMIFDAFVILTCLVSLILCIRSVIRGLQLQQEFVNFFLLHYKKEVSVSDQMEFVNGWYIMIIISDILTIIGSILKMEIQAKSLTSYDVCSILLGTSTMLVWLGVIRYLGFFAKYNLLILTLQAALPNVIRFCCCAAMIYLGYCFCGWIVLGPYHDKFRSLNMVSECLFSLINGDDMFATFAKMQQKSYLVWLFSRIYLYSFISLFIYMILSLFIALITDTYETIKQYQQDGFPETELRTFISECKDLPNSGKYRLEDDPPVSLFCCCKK
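Test system: HEK293 cells stably carrying human TRPML3-YFP; Doses: single dose, 3 µM final nominal compound, 0.3% DMSO final; Schedule: dye loading 1 h 37 °C then 30 min ambient, 125 s read; Technique: Fluo-8 calcium fluorescence; Benchmarks: high control carbachol 87 µM, low control DMSO.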
Wee1 stabilizer: blocks degradation of human Wee1 kinase; P30291; HeLa Luc-Wee1K328M stability, luciferase luminescence; 100% = proteasome inhibitor MG132 effect; reporter increase, % at 5 µM; 220,000 tested, 1.2% active;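 active means activation above the mean of all tested compounds plus 3 SD, set per screening run, cut at about 8.8% in these data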;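 further: cells exposed to compound for 20 h before luminescence read; 0% = DMSO alone and 100% = MG132 at 30 µM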
CHOP inh: CHOP inhibition in unfolded protein response; AID 2732; 220,000 tested, 3.8% active; inhibition, % at 10 µM; CHO-K1 CHOP-promoter luciferase, tunicamycin-induced, 15-18 h;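 active means compounds that reduced the stress-induced luciferase reporter signal by more than about 70% of percent inhibition, limit read from the data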;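 further: 0% = tunicamycin plus vehicle and 100% = wells without tunicamycin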
BaF3 tox: counter-screen for JAK2V617F inhibitors: parental Ba/F3 viability inhibitors | CellTiter-Glo ATP luminescence | inhibition, % at 5.6 µM | 220,000 tested, 1.1% active;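 active means inhibition above a per-campaign cutoff, the mean inhibition of all tested compounds plus 3 SD, cut at about 27% in these data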;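 further: 0% = DMSO wells and 100% = JAK Inhibitor I control wells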
* marks the source's active call; other numbers are inactive results; . = not tested or not shown. Random draw from the library; any-hit rate near 6.8%.

SMILES	TNF death inh	RBBP9 inh	Ba/F3 V617F tox	zfTRPN1 agonist	PPC-1+TRAIL kill	TRPML3 agonist	Wee1 stabilizer	CHOP inh	BaF3 tox
CCn1c(=O)cc(SCC(=O)NCc2ccc3c(c2)OCO3)c2ccccc21	-0.8	1.3	-1.0	-0.7	-21.4	-0.9	-2.5	11.9	2.7
CCN(CC)Cc1c(O)ccc2c(=O)c(Oc3ccccc3OC)coc12	-2.8	-0.5	-1.2	2.2	18.9	0.3	6.5	0.8	4.0
Cc1ccc(S(=O)(=O)N(C)c2ccc(OCC(=O)NCc3ccco3)cc2)cc1	-3.5	0.0	-2.0	0.5	18.3	0.0	4.0	4.7	2.6
Cc1ccn2c(C(=O)N/N=C/c3ccc(CNC(=O)C(=O)Nc4ccc(C)c(C)c4)o3)c(C)nc2c1	3.7	-5.2	5.3	2.1	-1.2	1.1	2.8	50.2	5.9
S=c1[nH]cnc2scc(-c3ccc(Br)cc3)c12	-6.0	-5.8	3.1	-2.6	-11.0	0.2	0.2	36.0	8.0
COc1cc(OC)c(C2C(C(=O)N3CCOCC3)=C(C)NC3=C2C(=O)CC(C)(C)C3)cc1OC (configuration not stated)	0.4	1.2	-2.1	-0.1	19.4	1.0	-0.3	-16.9	1.4
Nc1c(-c2cccc([N+](=O)[O-])c2)nc2ccccn12	-2.3	-3.6	-0.2	1.7	26.4	-0.9	4.2	20.2	3.1
CC(C)N1CCN(Cc2ccncc2)CC1CCO (configuration not stated)	1.6	-14.7	0.5	0.7	0.7	1.0	0.8	12.5	0.2
Clc1ccc(-c2csc(N/N=C/c3ccc4c(c3)OCO4)n2)cc1	1.8	-12.3	4.2	1.9	-8.7	0.5	-2.6	9.1	7.5
COc1ccccc1NS(=O)(=O)c1cc(NC(=O)C2CCC2)ccc1N1CCCCC1	1.8	-10.2	-0.9	0.1	12.9	0.2	-2.8	-0.7	-0.8
COC(=O)c1cc(OC)c(OC)cc1NC(=S)N1CCCC(CO)C1 (configuration not stated)	-0.3	-3.1	-2.9	-0.9	-16.8	0.5	1.1	-6.7	5.8
CCOC(=O)c1c(C)oc2ccc(OC(=O)c3cccs3)cc12	0.7	-4.9	0.8	-0.7	-1.7	-0.7	-2.8	36.7	0.8
Cn1c(=O)c(C(=O)CCl)c(N)n(CC2CC2)c1=O	-19.3	-11.4	0.6	0.6	31.2	0.9	6.9	-34.1	5.7
COc1cc2c(C(=O)NCc3ccc4c(c3)OCO4)cn(C)c(=O)c2cc1OC	0.1	-0.1	6.0	1.2	12.7	-0.1	0.3	3.4	4.5
CCOC(=O)CC(=O)CSc1nnc2c(n1)[nH]c1ccccc12	-1.6	4.7	0.1	1.2	2.2	0.0	1.4	14.0	4.8
CC(=O)C(Sc1nccc(-c2cccs2)n1)C(C)=O	0.5	-5.4	-1.5	0.4	4.1	0.7	-0.1	5.3	5.7
Cc1ccc(S(=O)(=O)N(CC(=O)N(C)C)c2cccc([N+](=O)[O-])c2)cc1	-0.1	-4.6	2.2	0.0	29.2	0.5	-1.3	11.5	4.2
Cc1ccc(C(=O)N/N=C\c2cccs2)cn1	-0.3	-13.9	0.2	2.4	.	0.1	0.5	-1.3	5.3
CN(C)CCOC(=O)NCC12CC3CC(CC(C3)C1)C2	4.9	1.4	-4.5	0.8	25.0	1.6	-2.2	-4.0	2.5
O=C(NNS(=O)(=O)c1ccc2ccccc2c1)c1cccs1	1.9	0.9	-1.4	1.0	22.8	0.9	-1.0	-3.3	7.1

Given as labelled records: entries from further up
S=c1[nH]cnc2scc(-c3ccc(Br)cc3)c12
  TNF death inh = -6.0
  RBBP9 inh = -5.8
  Ba/F3 V617F tox = 3.1
  zfTRPN1 agonist = -2.6
  PPC-1+TRAIL kill = -11.0
  TRPML3 agonist = 0.2
  Wee1 stabilizer = 0.2
  CHOP inh = 36.0
  BaF3 tox = 8.0
Nc1c(-c2cccc([N+](=O)[O-])c2)nc2ccccn12
  TNF death inh = -2.3
  RBBP9 inh = -3.6
  Ba/F3 V617F tox = -0.2
  zfTRPN1 agonist = 1.7
  PPC-1+TRAIL kill = 26.4
  TRPML3 agonist = -0.9
  Wee1 stabilizer = 4.2
  CHOP inh = 20.2
  BaF3 tox = 3.1

(next part)
SMILES	TNF death inh	RBBP9 inh	Ba/F3 V617F tox	zfTRPN1 agonist	PPC-1+TRAIL kill	TRPML3 agonist	Wee1 stabilizer	CHOP inh	BaF3 tox
Cc1nc2ccc(S(=O)(=O)N(C)CC(=O)Nc3ccccc3F)cc2s1	1.2	-6.0	0.3	-2.1	0.8	1.0	-1.2	16.4	5.3
Cc1ccc(S(=O)(=O)N(CC(=O)NCCSc2ccccn2)c2ccc(C)c(C)c2)cc1	0.2	-4.8	-2.9	-1.6	7.8	-0.7	-1.6	24.8	6.1
CC1(C)N([O-])C(c2cccs2)=C[N+]1=O	-0.4	0.2	0.3	1.1	16.6	0.8	0.3	7.9	0.7
Cc1cc(COc2ccccc2OCCN2CCN(C)CC2)no1	-0.3	-0.2	5.3	0.6	-0.5	0.3	-0.9	-3.2	5.7
Cc1c(NC(=O)OCCNC(=O)COc2ccc(Cl)cc2Cl)sc(=S)n1C	0.2	-5.3	1.4	0.7	9.6	0.5	-3.0	52.3	10.7
Cc1ccccc1N=C1SCC(=O)N1Cc1ccccc1	0.4	-2.2	-1.2	-3.0	11.3	-1.4	0.1	56.3	6.9
COc1ccc(-n2c(C)cc(C(=O)COC(=O)c3cc(OC)c(OC)cc3NC(=O)c3cccs3)c2C)cc1	-0.3	-2.3	1.2	2.2	16.9	4.6	-1.8	2.8	5.7
O=C(NN1C(=O)C2C3CCC(O3)C2C1=O)c1ccc(Cl)cc1 (configuration not stated)	1.4	-5.9	-1.9	1.1	8.0	1.4	3.6	8.3	2.1
COc1ccc(NC(=O)c2ccc(-c3ccccc3C(F)(F)F)o2)cc1	1.4	-12.8	-0.8	-1.8	-1.3	-0.2	-0.4	-1.0	6.3
c1cnc(N2CC[N+]3(CCCC3)CC2)nc1	-2.4	-6.2	-1.7	0.0	28.6	1.6	-2.2	1.2	1.9
COc1ccc(/C=C/CN2CCCC(C(=O)c3ccc(OC)c(F)c3)C2)cc1 (configuration not stated)	2.0	1.9	-3.2	1.9	5.9	1.4	9.1*	-0.2	1.8
COc1ccc(C2C(C#N)=C(N)Oc3c2oc(CO)cc3=O)c(OC)c1OC (configuration not stated)	-0.6	-3.6	2.5	0.9	15.1	1.2	0.9	20.8	2.3
CC1(C)C/C(=N\O)c2cc3c(nc2C1)CCCC3	16.5	-0.6	0.6	0.2	9.5	0.4	-0.5	25.6	6.6
CCn1nc(C)c(CCC(=O)O)c1C	-0.3	-2.4	-5.2	-0.4	7.3	0.7	3.4	-2.6	-2.2
CCOC(=O)c1c(NC(=O)c2cccnc2)sc(C(C)=O)c1C	0.8	1.0	-1.4	-0.7	-3.2	0.3	-1.6	3.5	6.2
COCC(C)n1c(C)cc(C(=O)CSc2ccc(NC(C)=O)cc2)c1C (configuration not stated)	-0.6	5.6	-6.3	0.3	5.8	1.0	-0.8	9.3	0.4
COc1cc(OC)cc(C(=O)N[C@H](C(=O)OCC(=O)Nc2ccc(F)c(F)c2F)C(C)C)c1	2.5	-2.6	0.4	-2.2	21.9	-1.5	-3.7	9.8	5.1
COc1cc(=O)[nH]c(=O)n1C(=O)Cc1ccccc1	-0.7	3.1	-2.1	-0.7	16.0	0.6	4.3	9.8	2.2
CC(=O)c1c(OC(=O)c2ccc(C)cc2)c2ccccc2n1C	-6.4	-3.9	0.0	-0.8	-1.0	-0.3	1.0	21.8	7.6
O=C(O)C1C2CCC(C2)C1C(=O)Nc1cc(F)ccc1F (configuration not stated)	0.5	-5.6	-1.0	-0.4	13.6	0.3	0.2	-14.9	3.0
CC(=O)c1ccc(NC(=O)/C(Cl)=C/c2ccccc2)cc1	0.4	-4.3	2.8	2.3	35.7	0.0	-3.3	57.8	7.0
CCN(CC)CCCNC(=O)C(C)n1nc(C)c2sc3ccccc3c2c1=O (configuration not stated)	-1.5	-10.5	-3.5	-0.4	0.8	0.2	3.2	3.2	-0.8
Cc1onc(-c2ccccc2Cl)c1C(=O)NC(=S)NCCc1ccccc1	2.5	-8.9	0.4	-0.7	15.7	0.0	1.8	21.6	2.3
O=C(Nc1ccccc1)C(Cc1cccs1)c1nn[nH]n1 (configuration not stated)	0.9	-5.0	-0.1	-0.5	-11.3	0.1	1.7	26.5	4.7
COc1ccccc1-c1nc(-c2ccccc2)[nH]c(=O)c1C#N	-0.4	-0.7	2.9	-0.3	20.9	0.0	-0.9	53.2	6.7
COc1ccc(-n2c(C)cc(C(=O)CN3C(=O)NC4(CCc5ccccc54)C3=O)c2C)cc1 (configuration not stated)	0.4	3.1	-2.5	2.3	4.7	0.2	4.7	18.1	5.9
O=C(Nc1nc2ccccc2s1)c1cnccn1	-0.4	-2.4	-1.1	-0.2	37.3	0.3	7.6	43.1	3.7
Cc1cc(C)n(-c2ccc(C(=O)OCC(=O)NCc3ccc(F)cc3)cc2)n1	1.6	-5.3	-3.7	1.9	7.0	-0.4	2.2	7.8	3.3
O=C1CN(C(=O)c2ccc(Br)o2)C(c2ccc(F)cc2)c2cc(Cl)ccc2N1 (configuration not stated)	-3.8	-8.7	-0.2	-1.1	11.3	-0.9	2.9	69.3	2.5
N=c1c2c(ncn1CCCO)Oc1c(ccc3ccccc13)C2c1ccccc1 (configuration not stated)	-17.4	-7.6	7.3	3.2	7.0	-0.1	-0.8	-4.3	-3.9
CCn1c2ccccc2c2cc(NC(=O)CSc3nnnn3-c3ccccc3)ccc21	3.5	-3.8	-1.8	0.5	25.8	0.8	1.6	29.3	3.5
Cc1cc(C(=O)OCC(=O)Nc2nnc(C(C)C)s2)c2ccccc2n1	0.5	-5.0	2.7	1.2	-9.8	0.3	7.0	7.0	4.6
CCn1cc(-c2csc(N)n2)c(C)n1	0.0	0.8	0.3	-0.4	8.0	0.1	0.9	-9.8	4.3
CC(OC(=O)c1nn(C(C)C)c(=O)c2ccccc12)C(=O)Nc1ncc(Cl)cc1Cl (configuration not stated)	-1.8	-5.7	1.2	0.1	3.0	-0.3	-0.9	24.0	4.9
O=S(=O)(Nc1ncccn1)c1ccc(NC(=S)NCc2cccnc2)cc1	-1.4	-10.5	0.6	0.7	-16.4	0.6	-1.9	37.9	7.6
O=S(Cc1ccccc1)CC(O)(c1ccc(Cl)cc1)c1ccc(Cl)cc1 (configuration not stated)	-0.5	-14.0	3.2	5.6	5.8	0.8	-1.4	84.8*	7.0
CCOC(=O)Cn1c(=N)n(CCOc2ccc(OC)cc2)c2ccccc21	1.8	-2.1	-0.6	0.4	-15.0	0.8	1.9	11.9	2.8

Source: PubChem BioAssay (several laboratories)
